CRFBP-R2 block: antagonists of CRF-BP/CRF-R2 complex, primary screen, cell-based, HEK293, calcium dye fluorescence, uHTS; CRF-induced calcium fluorescence; inhibition, % at 11.8 µM; hit rate 0.59% among 350,000; AID 588475, 2011;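 active means inhibition of the ligand-induced calcium signal above about 50% at the single tested concentration, limit read from the data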
CRFR2-BP ag: agonists of CRF-BP/CRF-R2 complex, primary screen, cell-based, HEK293, calcium dye fluorescence, uHTS; AID 588473, 2011; CRF-binding protein / CRF receptor 2 complex (human); hit rate 0.46% among 350,000; calcium dye fluorescence (FLIPR); percent of saturating CRF peptide response; activation, % at 13.2 µM;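 active means activation of at least 50%, plus an integration ratio under a set limit after plate pattern correction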;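 further: plate controls were neutral control wells without compound for no effect and CRF at EC100 for full effect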
IDE inh: human IDE inhibitors in live cells, primary screen, fluorescence polarization, HEK cells, FAbetaB substrate | Insulin-degrading enzyme (Homo sapiens), P14735 | FAbetaB cleavage | inhibition, % at 5.59 µM | hit rate 0.41% among 320,000 | AID 434962, 2010;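 active means percent inhibition above the average of all tested compounds plus 3 SD, set per screening campaign, cut at about 16% in these data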;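 further: IDE supplied by intact live HEK cells; FP after avidin binding of uncleaved biotin substrate so inhibition keeps polarization high; 0% = DMSO wells and 100% = 60 µM reference IDE inhibitor Ii1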
PHOSPHO1 inh: PubChem AID 1565 | Phosphoethanolamine/phosphocholine phosphatase (Homo sapiens), Q8TCT1 | recombinant PHOSPHO1, absorbance phosphatase assay | inhibition, % at 13.3 µM | hit rate 1.1% among 290,000; in the data active means inhibition above about 60%
Target sequence (Q8TCT1 whole entry, looked up): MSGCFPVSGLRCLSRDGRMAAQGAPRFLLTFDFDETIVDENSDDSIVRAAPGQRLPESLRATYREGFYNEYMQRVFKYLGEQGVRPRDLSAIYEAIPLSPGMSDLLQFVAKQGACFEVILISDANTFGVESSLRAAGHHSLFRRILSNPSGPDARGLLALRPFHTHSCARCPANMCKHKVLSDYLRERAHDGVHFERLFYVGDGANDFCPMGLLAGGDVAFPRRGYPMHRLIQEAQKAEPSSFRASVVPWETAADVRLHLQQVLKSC
GalR3 antagonist: GalR3 antagonists in HEK293 cells, primary screen, cell-based, fluorescence readout | Galanin receptor type 3 (Homo sapiens), O60755 | HEK293 GalR3-CNG cAMP membrane potential fluorescence; galR3 body fused to GalR1 C-terminus | inhibition, % at 3 µM | hit rate 0.44% among 360,000;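 active means inhibition above the screen-wide average plus 3 SD, cut at about 13% in these data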;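 further: forskolin and galanin both at EC90 stimulate the cells; cAMP rise reported by CNG channel membrane potential dye signal; 0% = forskolin plus galanin with DMSO and 100% = forskolin alone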
Target sequence (O60755 1-299 limits assumed): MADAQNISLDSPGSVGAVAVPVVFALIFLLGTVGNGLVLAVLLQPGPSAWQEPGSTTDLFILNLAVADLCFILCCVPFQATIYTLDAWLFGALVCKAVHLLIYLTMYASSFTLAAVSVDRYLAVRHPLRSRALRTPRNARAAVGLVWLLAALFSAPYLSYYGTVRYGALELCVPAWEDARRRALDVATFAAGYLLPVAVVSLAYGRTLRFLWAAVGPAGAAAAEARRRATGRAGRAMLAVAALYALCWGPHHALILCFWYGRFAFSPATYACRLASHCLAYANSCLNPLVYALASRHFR
MEKK3 PB1 HTS: modulators of MEKK3-MEK5 PB1 binding, primary screen, biochemical, wildtype MEKK3, multiplex bead flow cytometry, Alexa488-MEK5. bead-based flow cytometry, Alexa488-MEK5 binding to MEKK3; actives lie on both sides; 0 = blocked by unlabeled MEK5, 100 = vehicle. binding response (% of control), % at 10 µM. hit rate 1.4% among 290,000;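 active means binding response more than 3 SD above or below the average of its plate-row segment, actives on both sides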;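 further: Alexa488 bead fluorescence after subtracting the streptavidin-only scavenger bead signal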
p-CIP stab down: p/CIP-EGFP fusion destabilizers, primary screen, fluorescence, F442A cells; 16 h; decrease of EGFP signal, % at 10 µM; hit rate 0.01% among 290,000; AID 1984, 2009;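 active means EGFP signal decrease of at least 30% at 10 µM or well 3 SD below plate mean, unless failing retest; inactive means the rest, including hits failing retest or dose response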; further: some compounds called inactive have numbers as strong as hits; many of its hits are not listed in these tables
CHRM4 PAM: human M4 muscarinic receptor positive allosteric modulators, primary screen, CHO-K1 cells, Fluo-8 calcium fluorescence. Muscarinic acetylcholine receptor M4 (Homo sapiens), P08173. CHO-K1 hM4/Gqi5, ACh EC20; 0% = ACh EC20, 100% = maximal ACh. activation, % at 3 µM. hit rate 0.4% among 360,000;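 active means activation above its plate's cutoff, the mean activation of sample wells plus 3 SD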; further: some results filed as inactive read as strong as hits
Target sequence (P08173 whole entry, looked up): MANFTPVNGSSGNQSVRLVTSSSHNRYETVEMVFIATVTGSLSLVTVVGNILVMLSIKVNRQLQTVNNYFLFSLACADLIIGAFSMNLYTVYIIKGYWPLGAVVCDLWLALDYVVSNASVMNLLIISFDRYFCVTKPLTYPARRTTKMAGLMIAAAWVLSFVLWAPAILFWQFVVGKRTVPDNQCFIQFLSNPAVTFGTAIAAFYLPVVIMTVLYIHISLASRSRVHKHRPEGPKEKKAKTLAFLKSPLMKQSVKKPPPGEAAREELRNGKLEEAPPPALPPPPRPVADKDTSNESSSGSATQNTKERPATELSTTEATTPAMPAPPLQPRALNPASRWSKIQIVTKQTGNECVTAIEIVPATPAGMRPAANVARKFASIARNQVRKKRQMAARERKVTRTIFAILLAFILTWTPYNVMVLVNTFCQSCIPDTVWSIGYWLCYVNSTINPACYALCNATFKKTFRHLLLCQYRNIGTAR
IDE cell activ: human IDE activators in live cells, primary screen, fluorescence polarization, HEK cells, FAbeta-B substrate; activation, % at 5.96 µM; Insulin-degrading enzyme (Homo sapiens), P14735; hit rate 0.073% among 340,000; AID 493087, 2011; FAbeta-B cleavage; 0% vehicle, 100% cell-free pure enzyme wells;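 active means activation above the mean of all tested compounds plus 3 SD, set per screening campaign, cut at about 17% in these data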
Starred values were filed as active, the others as inactive; · = no result given; & = joins results of further samples; [ ] = remark or other dose.

SMILES | CRFBP-R2 block | CRFR2-BP ag | IDE inh | PHOSPHO1 inh | GalR3 antagonist | MEKK3 PB1 HTS | p-CIP stab down | CHRM4 PAM | IDE cell activ
CCOC(=O)Cc1csc(SCC(=O)NC(C)C23CC4CC(CC(C4)C2)C3)n1 (stereo unspecified) | 13 | -1.1 | 1 | -15 | -13 | 94 | -8 | 10 | -3
C/C(=N/NC(=O)CCc1ccccc1)c1ccc2c(c1)OCO2 | 0 | 0.2 | · | 18 | -1 | 101 | -12 | 1 | 2
COc1ccc(CCNC(=O)Cn2cnc3sc(C)c(-c4ccc(F)cc4)c3c2=O)cc1OC | -49 | 21 | 8 | 18 | -3 | 101 | -9 | 1 | 1
Cc1ccccc1OCC(=O)N1CCCCCCC1 | -2 | 0.4 | 2 | · | -7 | 100 | -4 | 0 | 4
Cc1cccc(C)c1NC(=O)C(NC(=O)CN1C(=O)c2ccccc2C1=O)c1ccccc1 (stereo unspecified) | 8 | 9.3 | -6 | -3 | -1 | 107 | 7 | 0 | -4
O=C1C=C(NNC(=O)c2cccnc2)CC(c2ccco2)C1 (stereo unspecified) | -3 | 5.1 | -2 | 2 | 2 | 100 | -4 | -1 | 1
CCC/C(=N\NC(=O)c1csc(C)c1C)c1cccs1 | -11 | 4.5 | 1 | 40 | -3 | 107 | -7 | -1 | -2
Cc1ccc(NC(=O)CSc2nnc(COc3ccc(C#N)cc3)n2-c2ccccc2)cc1C | -4 | 0.0 | -2 | -1 | -4 | 1.0*[inhibitor] | -5 | 12 | 1
CCN(CC)c1ccc(C(=O)N/N=C(\C)c2ccc(OC)c(OC)c2)cc1 | 0 | -2.3 | 7 | -1 | -3 | 104 | -13 | -3 | -2
CCOc1ccc(C(=O)N(CC)CC(=O)Nc2ccc3c(c2)OCCO3)cc1OCC | -12 | -1.1 | -5 | · | -3 | · | · | 4 | 0
COc1ccc(CN2C(=O)CN(C3CCCCCC3)C(=O)C2c2ccc(F)cc2)cc1 (stereo unspecified) | 2 | -1.1 | 4 | 12 | -4 | 100 | -6 | 3 | -4
COCCN(C(=O)CCC(=O)Nc1ccccn1)C(C(=O)NC(C)C)c1ccc(Cl)cc1 (stereo unspecified) | -4 | 3.3 | -7 | 30 | -4 | 100 | 1 | 4 | -2
O=C(Nc1ccc2ccccc2n1)C1CCCCC1 | -13 | 1.1 | 10 | 41 | -9 | 71 | -2 | -3 | ·
O=C(/C=C/c1ccccc1)NC(=S)N1CCSCC1 | 0 | -0.3 | 3 | 26 | 7 | 91 | 1 | 0 | -1
CC(=O)N1CCOc2ccc(S(=O)(=O)NCCc3ccc(S(N)(=O)=O)cc3)cc21 | 5 | 0.6 | -2 | 44 | -8 | 96 | -3 | 4 | 5
CCC(C)(C)C(=O)Nc1cc([N+](=O)[O-])ccc1Cl | 4 | -1.2 | 1 | 3 | 0 | 92 | 2 | 12 | -2
O=C(Nc1ccc(S(=O)(=O)N2CCOCC2)cc1)c1ccc(Cl)s1 | -15 | 1.1 | -2 | 10 | -3 | 91 | -14 | 4 | 4
Cc1ccc(NC(=S)NC(=O)C2CC2)c(C)c1 | -2 | 2.1 | -4 | 18 | -3 | 104 | -7 | 7 | -4
O=C(Nc1ccnn1C1CCN(Cc2ccccc2)CC1)c1ccccc1Cl | -6 | 4.0 | 0 | 28 | -5 | 100 | -13 | 4 | 3
COc1ccc(C(=O)N2CCC(C(=O)c3c(C)cc(C)cc3C)CC2)cc1 | 5 | 0.2 | 8 | 21 | -2 | 99 | -16 | -5 | 2
O=C(C[n+]1cc(-c2ccc(Cl)c(Cl)c2)n2c1CCC2)c1cccs1 | -4 | 1.0 | 4 | 36 | 0 | 102 | -8 | -15 | 2
CCc1c(C)nc2cc(-c3ccc(OC)c(OC)c3)nn2c1N1CCCC1 | -25 | 0.4 | 8 | -12 | -4 | 2.0*[inhibitor] | -12 | -1 | 8
Cc1cccc(NC(=O)NC(C)C(c2cccs2)N2CCOCC2)c1 (stereo unspecified) | -24 | -2.4 | 5 | 14 | · | 112 | -11 | 8 | 8
CCOC(=O)C1(CCOC)CCN(C(=O)Cc2ccc3ccccc3c2)CC1 | -17 | 0.0 | 0 | -129 | -11 | 103 | -17 | -4 | 1
O=C(Cn1cnc2c(nnn2-c2ccccc2)c1=O)NCc1ccco1 | -6 | -0.1 | -1 | -2 | · | 102 | -9 | 1 | 5
Cc1cc(N2CCN(C/C=C/c3ccccc3)CC2)n2ncnc2n1 | -1 | -1.4 | 1 | 1 | -2 | 101 | -16 | -7 | -3
CCn1nnnc1SCC(=O)Nc1cc(OC)cc(OC)c1 | -7 | -1.3 | 7 | 0 | -2 | 107 | -8 | -9 | -2
CC(C)c1cc(C(=O)N/N=C/C=C/c2ccccc2)n[nH]1 | -22 | 0.6 | -1 | 8 | -9 | 102 | -10 | -4 | 5
O=C(CCc1ccccc1)NNc1cc(N2CCCCC2)nc(N2CCCCC2)n1 | 18 | -2.8 | -1 | -12 | 1 | 99 | -8 | 6 | 10
N/C(=N\OC(=O)C12CC3CC(CC(C3)C1)C2)c1cccnc1 | 7 | -1.0 | 6 | 11 | -10 | 108 | -3 | -2 | -4

Entries listed so far with an aryl thioether with sulfur outside any ring, in the order listed:
SMILES | CRFBP-R2 block | CRFR2-BP ag | IDE inh | PHOSPHO1 inh | GalR3 antagonist | MEKK3 PB1 HTS | p-CIP stab down | CHRM4 PAM | IDE cell activ
CCOC(=O)Cc1csc(SCC(=O)NC(C)C23CC4CC(CC(C4)C2)C3)n1 (stereo unspecified) | 13 | -1.1 | 1 | -15 | -13 | 94 | -8 | 10 | -3
Cc1ccc(NC(=O)CSc2nnc(COc3ccc(C#N)cc3)n2-c2ccccc2)cc1C | -4 | 0.0 | -2 | -1 | -4 | 1.0*[inhibitor] | -5 | 12 | 1
CCn1nnnc1SCC(=O)Nc1cc(OC)cc(OC)c1 | -7 | -1.3 | 7 | 0 | -2 | 107 | -8 | -9 | -2

(next part)
SMILES | CRFBP-R2 block | CRFR2-BP ag | IDE inh | PHOSPHO1 inh | GalR3 antagonist | MEKK3 PB1 HTS | p-CIP stab down | CHRM4 PAM | IDE cell activ
Cc1nc2ccc(S(=O)(=O)NC(CC(C)C)C(=O)O)cc2s1 (stereo unspecified) | -4 | -0.4 | 1 | 13 | -3 | 103 | -2 | 7 | 1
Cc1ccc(-n2c(CNc3ccc(F)cc3)nnc2SCC(=O)O)cc1 | -6 | -2.3 | 2 | 12 | -3 | 92 | 2 | -9 | ·
CC(C)C[C@H](NC(=O)c1nc[nH]c1C(=O)N(C)Cc1ccccc1)C(=O)OCc1ccccc1 | -7 | -0.9 | 2 | 22 | -9 | 94 | -9 | -8 | 2
O=C(NC(=S)Nc1nc2ccccc2s1)c1ccco1 | -2 | 7.0 | -5 | 6 | -2 | 105 | 14 | 1 | 4
C[C@@H]1CN([C@H](C)CO)C(=O)c2cc(NC(=O)Nc3ccc(C(F)(F)F)cc3)ccc2O[C@H]1CN(C)Cc1ccc(Cl)c(Cl)c1 | -8 | 0.6 | 1 | · | -6 | · | · | -4 | 5
Cc1c(C(=O)N2CCN(c3ccc([N+](=O)[O-])cc3)CC2)oc2ccccc12 | 18 | -0.7 | -3 | · | -7 | · | · | -4 | 4
C=CCOc1c(Cl)cc(CNc2nccs2)cc1OC | -7 | 1.3 | 0 | -3 | -3 | 87 | -1 | -1 | -8
COc1cc(C2C(C#N)=C(SC)NC3=C2C(=O)CCC3)ccc1O (stereo unspecified) | -11 | -0.2 | 0 | 0 | -8 | 102 | -2 | 2 | 9
CCN1CCS/C1=C\C=C\C1=[N+](CC)CCS1 | -5 | 5.6 | · | -8 | 15* | 101 | -2 | -7 | -2
CN(CCOCCOc1ccc(Cl)cc1Br)Cc1ccccc1 | -16 | 0.0 | 4 | -28 | -5 | 105 | 38* | -13 | -3
O=C(O)CN1CCCC1=Nc1ccccc1 | 3 | -2.5 | -2 | 16 | -5 | 83 | -12 | -3 | 5
CCOc1ccc(CN2CCN(Cc3cc4ccccc4o3)CC2CCO)cc1 (stereo unspecified) | -17 | 1.3 | 9 | 3 | -12 | 101 | -2 | 4 | 2
Cc1ccc(C2(CCNC(C)c3cccs3)CCOC(C(C)C)C2)cc1 (stereo unspecified) | -14 | 4.5 | · | 38 | -9 | 107 | -5 | -6 | 6
CC[C@]12c3[nH]c4cc(CCC(=O)N(C)C)ccc4c3CCN1C(=O)[C@@H](CC(=O)NCc1cccc(C(F)(F)F)c1)C[C@@H]2C(=O)N1CCN(C(=O)c2ccco2)CC1 | -5 | -0.4 | · | · | -7 | · | · | 0 | 1
COc1ccc(-n2c(=S)[nH]c3cc(C(=O)NCc4ccco4)ccc3c2=O)cc1OC | 6&-24 | -2.5&-0.9 | 5 | 21&15 | -5&-8 | 99&103 | -4&17 | 0&4 | -2&5
O=C(COc1ccc(Cl)cc1Cl)NCCC1=CCCCC1 | -18 | 0.5 | -2 | 18 | -4 | 107 | -7 | -1 | 4
Cc1c(Cl)cccc1NC(=S)NCc1cccs1 | 9 | 1.6 | 7 | -18 | -4 | 110 | -11 | -4 | -1
COc1ccc2[nH]c(=O)c(CN(CCc3cccc(C)c3)C(C)=O)cc2c1 | -15 | 0.8 | -1 | 0 | -6 | 102 | -2 | -3 | 2
COc1ccc(OCC(CO)N2CCN(c3ccccc3)CC2)cc1 (stereo unspecified) | -23 | -1.5 | · | · | -4 | · | · | 0 | 5
CCN(CC)c1ccc2c(c1)oc(=O)c1c(Cl)cc(=O)oc12 | -203 | 223* | 7 | 10 | · | 78 | -20 | -4 | -3
Cc1ccc(CNC(=O)c2cn(C3CCCCC3)c(=O)c3c2c2ccccc2n3C)o1 | -17 | -0.5 | 8 | 26 | -4 | 101 | 2 | -6 | 2
COc1ccccc1/C=N/NC(=O)c1cccc2ccccc12 | 20 | -0.8 | -5 | 41 | -9 | 104 | -9 | -7 | -5
Cc1ccccc1-n1ncc2c1CC(C)(C)CC2NC(=O)CN1CCCC1=O (stereo unspecified) | -3 | 0.3 | -1 | 22 | 0 | 100 | -7 | -2 | 5
CCN(C(=O)COC(=O)CNC(=O)c1ccc(C)s1)c1ccccc1 | 34 | -2.2 | -6 | 32 | 3 | 100 | 4 | 0 | 1
CCCc1cc(-c2n[nH]c(C(=O)OCC)c2-c2cscn2)c(O)cc1O | -41 | -1.6 | 4 | 2 | -6 | 74 | 2 | -6 | 2
Cc1cccc(NC(=O)CSCc2cc(=O)n3nc(C4CC4)sc3n2)c1 | -17 | 1.0 | -3 | -1 | -7 | 102 | 2 | 3 | -2
c1ccc(-c2noc(CC3CCCCC3)n2)cc1 | -67 | -0.3 | 1 | 23 | -1 | 96 | -8 | -10 | 3
COc1ccc2nc(/N=C(\N)NC(=O)Nc3ccccc3)nc(C)c2c1 | -8 | 0.0 | 2 | -5 | -11 | 108 | 21 | -3 | 4
Brc1ccc(-n2cnc(-c3ccccc3)c2)cc1 | -9 | 0.1 | 2 | 44 | 2 | 99 | 8 | 8 | -2
CCCNC(=O)NC(=O)CSc1ccc2c(c1)OCCO2 | 14 | -0.4 | 3 | 7 | 0 | 102 | 1 | 22 | 4

Source: PubChem (several laboratories)
